# KDM5B inhibitor – Primary screen for KDM5B Histone Demethylases FDH-coupled qHTS; Lysine-specific demethylase 5B (Homo sapiens), Q9UGL1; Potency, µM (top dose mostly 57.7 µM), inactives show at the top dose activity change, negative = inhibition, usual class: inhibitors; KDM5B demethylase, FDH-coupled NADH fluorescence (FDH is formaldehyde dehydrogenase); 220,000 tested, 2.6% active; active = well fitted inhibition curve with a large enough effect; inconclusive = small, poorly fitted or top-dose-only effect; inactive = no such curve, though single readings can be large or run the other way; also: 0% is about no effect; nearly all actives have a fitted effect of over 70% in size
# Target sequence (Q9UGL1 whole entry, looked up): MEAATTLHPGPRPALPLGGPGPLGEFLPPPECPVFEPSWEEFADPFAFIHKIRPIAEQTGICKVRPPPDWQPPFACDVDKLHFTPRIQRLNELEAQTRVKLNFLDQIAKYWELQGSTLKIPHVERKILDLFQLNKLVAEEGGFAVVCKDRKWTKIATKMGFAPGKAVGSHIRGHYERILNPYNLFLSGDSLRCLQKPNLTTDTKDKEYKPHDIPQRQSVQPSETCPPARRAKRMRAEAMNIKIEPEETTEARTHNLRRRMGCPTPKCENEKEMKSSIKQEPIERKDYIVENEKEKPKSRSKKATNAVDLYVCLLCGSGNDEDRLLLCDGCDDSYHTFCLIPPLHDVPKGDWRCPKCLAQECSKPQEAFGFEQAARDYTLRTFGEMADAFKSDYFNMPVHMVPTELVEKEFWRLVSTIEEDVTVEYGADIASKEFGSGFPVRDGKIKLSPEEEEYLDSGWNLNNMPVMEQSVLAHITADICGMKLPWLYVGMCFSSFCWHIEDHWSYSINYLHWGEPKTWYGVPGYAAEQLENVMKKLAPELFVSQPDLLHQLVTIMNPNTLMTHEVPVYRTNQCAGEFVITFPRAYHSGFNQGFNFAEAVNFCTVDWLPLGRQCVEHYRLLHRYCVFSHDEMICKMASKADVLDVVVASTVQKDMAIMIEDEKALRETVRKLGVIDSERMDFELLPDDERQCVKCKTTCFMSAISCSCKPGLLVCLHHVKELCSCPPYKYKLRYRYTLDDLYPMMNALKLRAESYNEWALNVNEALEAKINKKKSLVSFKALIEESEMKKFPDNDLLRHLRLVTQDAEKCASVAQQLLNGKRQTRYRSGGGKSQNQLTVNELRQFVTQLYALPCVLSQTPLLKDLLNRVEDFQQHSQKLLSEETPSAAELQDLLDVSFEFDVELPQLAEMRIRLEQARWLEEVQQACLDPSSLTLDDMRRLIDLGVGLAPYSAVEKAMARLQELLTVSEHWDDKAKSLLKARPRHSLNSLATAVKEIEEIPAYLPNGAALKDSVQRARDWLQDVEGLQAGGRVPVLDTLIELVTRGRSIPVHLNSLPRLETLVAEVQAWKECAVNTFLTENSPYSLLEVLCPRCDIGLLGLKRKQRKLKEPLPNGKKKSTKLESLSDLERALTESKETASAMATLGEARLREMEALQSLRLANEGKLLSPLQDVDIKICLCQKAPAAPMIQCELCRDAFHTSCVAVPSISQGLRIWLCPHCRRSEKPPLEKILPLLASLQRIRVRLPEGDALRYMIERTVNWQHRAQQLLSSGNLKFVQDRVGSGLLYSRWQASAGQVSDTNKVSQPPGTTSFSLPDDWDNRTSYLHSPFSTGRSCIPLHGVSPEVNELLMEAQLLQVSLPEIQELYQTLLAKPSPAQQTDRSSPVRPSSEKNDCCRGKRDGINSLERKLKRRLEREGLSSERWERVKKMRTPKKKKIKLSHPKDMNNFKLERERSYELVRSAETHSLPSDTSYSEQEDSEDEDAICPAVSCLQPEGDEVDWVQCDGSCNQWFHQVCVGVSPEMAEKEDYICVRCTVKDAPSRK
#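 KDM5BΔAP (200 nM final) in 50 mM HEPES pH 7.5, 0.01% Tween-20 was preincubated 10 min at RT with compound over a concentration range. Substrate mix (H3K4me3 12.5 µM, α-KG 25 µM, Fe²⁺, ascorbate, NAD⁺, FDH) was added, and NADH fluorescence change over 30 min gave dose-response curves.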
# * = called active by the depositor; ? = inconclusive; [ ] = remark or other dose. Potency is read from the fitted curve at half-maximal effect. A portion of the library; rates above refer to the full screens.
# Start of the data: the first 4 entries, ahead of the listing:
mol	KDM5B inhibitor
O=[S+]1([O-])NC2(CCN(CC3CCCC3)CC2)COc2ccccc21	79.4µM*
CN1CCN(C(C(=O)N(C)CCC(F)(F)F)c2ccccc2)CC1 (configuration not stated)	-11.3%
O=C(NCC1CC2c3ccccc3C1c1ccccc12)c1cnccn1 (configuration not stated)	-6.7%
Cc1ccc(C2c3c(-c4ccccc4O)n[nH]c3C(=O)N2CCc2ccccc2)cc1 (configuration not stated)	-9.4%

# Main list, previewed entries included:
mol	KDM5B inhibitor
O=[S+]1([O-])NC2(CCN(CC3CCCC3)CC2)COc2ccccc21	79.4µM*
CN1CCN(C(C(=O)N(C)CCC(F)(F)F)c2ccccc2)CC1 (configuration not stated)	-11.3%
O=C(NCC1CC2c3ccccc3C1c1ccccc12)c1cnccn1 (configuration not stated)	-6.7%
Cc1ccc(C2c3c(-c4ccccc4O)n[nH]c3C(=O)N2CCc2ccccc2)cc1 (configuration not stated)	-9.4%
O=C(C1CC1)N1CCCC(c2nn(-c3ccccc3)c(=O)[nH]2)C1 (configuration not stated)	-15.0%[86.2 µM]
CN1CCC(Cc2ccc(C(=O)N3CCCC3)cc2)CC1	-19.2%
CCc1cc(C(=O)N2CCC(Oc3ccccc3)(C(=O)O)CC2)cs1	34.0%
c1ccc(-c2ccc(-c3csc(-c4ccccn4)n3)cc2)cc1	-14.9%
Cc1ccc2c(=O)c(C(=O)c3ccc(F)cc3)cn(CC(=O)Nc3ccc4c(c3)OCCO4)c2n1	-12.9%
Cc1ccc(-c2cc(C(=O)Nc3ccc(S(=O)(=O)Nc4onc(C)c4C)cc3)[nH]n2)c(O)c1	?
CCc1nc2c(c(-c3ccc(O)cc3)n1)CN(Cc1ccnn1C)CC2	-33.2%
O=C(c1ccccc1Cl)N1CCC(N(Cc2ccccc2)C2CCOCC2)CC1	-9.5%
CCOC(=O)c1c(NC(=O)CN2CCc3ccccc32)sc(C(C)=O)c1C	16.3%
COc1ccc(-c2nc(NC(=O)c3nn(C(C)C)c(=O)c4ccccc34)sc2C)cc1	2.2%
CC(C)c1ccc(C(=O)NCCCNC(=O)c2cc3ccccc3[nH]2)cc1	-21.0%
CNC(=O)[C@@H]1C[C@H](n2cc(CN(C)C(=O)Nc3ccccc3)nn2)CN1	-23.0%
O=C1CSC2(C(=O)N(Cc3cccc(F)c3)c3ccccc32)N1c1cccc(C(F)(F)F)c1 (configuration not stated)	-24.9%
CN(Cc1ccccc1)S(=O)(=O)c1ccc2[nH]c3c(c2c1)CCCCC3	?
Cc1ccc(C(=O)NN=C(C(C)C)C(C)C)cc1C	2.0%
Cc1ccncc1C(=O)N1CCC(C(=O)N2CCCCCCNC(=O)CC2)CC1	-25.2%
CCOC(=O)c1c(NC(=O)Cn2nnc(-c3ccccc3)n2)sc(C)c1C	0.9%
O=C1[C@@H]2C[C@@H](CN2Cc2cnc3ccccc3c2)Oc2ccccc2N1Cc1ccccc1	?
CCC(=O)N1CCc2cc(S(=O)(=O)CCC(=O)N3CCN(c4cc(C)ccc4C)CC3)ccc21	-15.4%
O=C1NC2(Cc3ccccc31)CN(C(=O)C1CCCC1)C2	30.4%[activator][149 µM]
CC(=O)Nc1ncc2c(n1)CC(c1ccc(Cl)cc1)CC2=O (configuration not stated)	8.3%
O=[N+]([O-])c1ccc(N/N=C/c2ccc(/C=N/Nc3ccc([N+](=O)[O-])cc3)cc2)cc1	-30.3%
COc1ccc(S(=O)(=O)N2CCn3cccc3C2c2ccccc2)cc1 (configuration not stated)	-2.5%
CC1=C(C(=O)OC(C)(C)C)C(c2ccc(C(C)C)cc2)NC(=S)N1 (configuration not stated)	?
CCOc1ccc(C(=O)N2CCCC(n3cc(-c4nc(C)no4)nn3)C2)cc1 (configuration not stated)	-6.7%
Cc1cc(C(=O)N2C[C@@H](CO)[C@H](c3ccccn3)C2)n(C)n1	26.7%
O=C(NC1CCOCC1)c1ccc2c(c1)C1(CCN(CC3CC3)C1)CN2Cc1ccccc1 (configuration not stated)	28.2µM*
CC(=O)c1ccc(NC(=O)CSc2cn(CC(=O)N3CCCCCC3)c3ccccc23)cc1	?
CC(C)(C)c1cccc(/C=N/O)c1O	16.8%
COc1ccc(-c2nc(NC(=O)c3cccc(OC)c3)sc2C)cc1	9.8%
COc1ccc(Cl)cc1NC(=O)C(C)OC(=O)c1ccsc1 (configuration not stated)	-7.4%
COC(=O)[C@]12C[C@H](CC(=O)NCCCN3CCCC3=O)C(=O)N(Cc3ccccc3)C1=C[C@H](COCc1ccccc1)O[C@@H]2C	26.1%
O=C(O)CC(c1cccc(O)c1)N1Cc2ccccc2C1=O (configuration not stated)	-35.8%
O=C(NCC(c1ccccc1)N1CCOCC1)c1cc(-c2cccs2)on1 (configuration not stated)	6.1%
Cc1cc(=O)n2nc(N3CCC(C(=O)Nc4ccc(C(C)C)cc4)CC3)sc2n1	-12.3%
CCOc1ccccc1CNCCSc1nnnn1C	-1.9%
COc1cccc(C(c2sc3nc(-c4ccco4)nn3c2O)N2CCC(C)CC2)c1 (configuration not stated)	?
O=C(c1cccc(C(F)(F)F)c1)N1CCC(c2n[nH]c(=O)n2Cc2ccc(F)cc2)CC1	-5.9%
CC(Oc1ccccc1)c1nn2c(=O)c3ccccc3nc2s1 (configuration not stated)	-9.3%
O=C(c1cccnc1OC1CCN(S(=O)(=O)Cc2ccccc2)C1)N1CCCCC1 (configuration not stated)	17.0%
O=C(COC(=O)c1ccccc1C(=O)c1ccc(-c2ccccc2)cc1)c1ccccc1	-1.2%
O=C(c1ccncc1)N1CCN(Cc2c[nH]c3ccccc23)CC1	?
O=[N+]([O-])c1ccc(C(O)CN2CCOCC2)cc1 (configuration not stated)	19.1%
COc1ccc(CC(=O)Nc2ccc3nc(Nc4cccc(Cl)c4)cc(C)c3c2)cc1OC	?
CC(C)NC(=O)c1ccccc1I	0.0%
COc1ccc(CCNC(=O)COC(=O)CSc2ccc([N+](=O)[O-])cc2)cc1OC	0.0%
COCCCNc1nc2c(c(=O)n(C)c(=O)n2C)n1Cc1ccc(Cl)c(Cl)c1	4.3%
Clc1cccc(-n2ncc3c(Nc4ccc5c(c4)OCCO5)ncnc32)c1	?
COc1ccc(Br)cc1CN(C)CC(=O)NCc1ccc(F)cc1	?
COc1cc(-c2c(NC(=O)CC(C)C)oc3c(C)cccc3c2=O)cc(OC)c1OC	6.9%
Nn1c(SCC(=O)NCc2ccc(Cl)cc2)nnc1-c1cccs1	5.6%
CN1CCN(C(=O)c2cc3n(n2)CC(c2ccc(Br)cc2)OC3)CC1 (configuration not stated)	6.3%
O=C(NCc1ccccc1)c1cccc(NC(=S)Nc2ccc(Br)cc2Cl)c1	-29.3%
COc1ccc(C2C=C(c3ccc(Cl)cc3)Nc3nc(-c4ccc(Cl)cc4)nn32)cc1 (configuration not stated)	-26.2%
O=C(NC1CC1)C1(CCO)CCN(c2ncccn2)C1 (configuration not stated)	?
O=C(Nc1ccccc1Cl)C1CCCN1c1nc2ncccc2o1 (configuration not stated)	-1.8%

# Further compounds:
mol	KDM5B inhibitor
CCc1nc2cccnc2n1-c1ccc(CC(=O)Nc2cccc(C)c2C)cc1	?
COc1ccc(NC(=O)Cn2nnnc2-c2ccccc2F)c(C)c1	-62.9%
COc1ccc(-c2cc(C(F)(F)F)nc(N3CCN(Cc4ccccc4)CC3)n2)cc1	?
CCOC(=O)c1c(/N=C/C2=C(O)CC(C)(C)CC2=O)sc2c1CCCC2	101.7%[activator]
CSc1nn(CC(=O)Nc2cc(C)ccc2C)c(N)c1S(=O)(=O)c1ccccc1	-11.1%
Cc1ccc(Cl)cc1N1CCN(C(=O)c2cc3ccc4cccnc4c3[nH]2)CC1	-21.0%
O=C(Cc1c(F)cccc1Cl)Nc1cc(S(=O)(=O)N2CCCCC2)ccc1N1CCOCC1	-12.7%
COc1cc(CNC(=O)c2ccc3c(c2)N(C)C(=O)C2CCCCN32)cc(OC)c1OC (configuration not stated)	?
COc1cc2c(cc1OC)C(CNC(=O)Cc1ccccc1)N(C(=O)NC(C)C)CC2 (configuration not stated)	-8.9%
COc1cccc2sc(N(Cc3cccnc3)C(=O)C3COc4ccccc4O3)nc12 (configuration not stated)	-7.9%
Cc1ccc(S(=O)(=O)Oc2ccc3c(c2)O/C(=C\c2ccccc2C)C3=O)cc1	13.0%
Cc1nc(N2CCN(Cc3ccc4c(c3)OCO4)CC2)c2oc3ccccc3c2n1	?
CCCN(CCC)CCCNC(=O)C1CCN(c2nc3ccc(CC)cc3s2)CC1	3.6%
CCNc1ccc(S(=O)(=O)N(CC)CC)cc1NC(=O)Cc1ccccc1F	11.8%
COc1ccc(N2CC(c3noc(-c4ccc(C(C)(C)C)cc4)n3)CC2=O)cc1OC (configuration not stated)	-11.5%
CN(Cc1ccccc1)C(=O)c1c(OCC2CC2)cc(=O)n2c1CCOCC2	-1.2%
Cc1ccccc1NC(=O)CSc1nccn2nc(-c3cccc4ccccc34)cc12	-6.2%
CCc1cc2c(SCC(=O)Nc3ccc(C(C)=O)cc3)ncnc2s1	7.5%
CC(=O)c1cccc(NC(=O)CC(c2ccc(C)cc2)N2Cc3ccccc3C2=O)c1 (configuration not stated)	-21.6%
CCCOC(=O)c1c(-c2ccc(OC)cc2)csc1NC(=O)c1ccoc1C	56.4%[activator]
CC(=O)c1cc(CN2CCC3(CC2)C(C(=O)O)CC(=O)N3C)cs1 (configuration not stated)	15.5%
O=C(CCCN1C(=O)/C(=C\c2cccs2)SC1=S)Nc1cc([N+](=O)[O-])ccc1O	24.4%
Cc1cccc(C(=O)Nc2ccccc2OCc2cc(=O)n3ccccc3n2)c1	10.4%
Cc1c(Cl)cccc1NC(=O)CCn1c(=O)c2cccn2c2ccccc21	-29.6%
COc1ccc(-n2nc(C(=O)N3CCC(C)CC3)c3c4ccccc4n(C)c3c2=O)cc1Cl	-13.9%
COC(=O)c1ccccc1NC(=O)CN1C(=O)NC(c2ccc(C)cc2)C2=C1COC2=O (configuration not stated)	?
Cc1cc(-c2csc(NC3CC3)n2)c(C)n1-c1c(C)n(C)n(-c2ccccc2)c1=O	-10.3%
CN1CCN(c2ncnc3sc4c(c23)CCNC4)CC1	?
C[C@@H](NC(=O)c1ccc2c(c1)OCO2)c1onc(-c2ccc(F)cc2)c1C(=O)O	-2.4%[86.2 µM]
Cc1cc(NCc2ccccc2Cl)n2cnnc2n1	-13.2%
CCOc1ccccc1C(=O)N1CCCC2(C1)NC(=O)N(Cc1ccc(Cl)cc1)C2=O (configuration not stated)	15.5%
COCCNC(=O)c1ccc2c(c1)N(C)C(CC(=O)Nc1cccnc1)CO2 (configuration not stated)	?
CC1=C[C@@H](CNC2CCOCC2)[C@H](C(C)C)C[C@H]1Cc1nc2ccc(F)cc2[nH]1	-7.6%[86.2 µM]
CCOC(=O)C(C)N1C(=O)S/C(=C/c2ccc(Cl)s2)C1=O (configuration not stated)	17.8%
Cc1cccc(Cn2cc(CN3CC(N(C)CCCOC(=O)c4cc5ccccc5o4)CS3(=O)=O)nn2)c1 (configuration not stated)	8.8%
COc1ccccc1-c1noc(-c2ccc(NCCc3ccccc3)c([N+](=O)[O-])c2)n1	2.5%
Cc1cccc(OC[C@H]2C[C@@H](NC(=O)c3ccccc3)[C@H](O)[C@@H]2O)n1	35.5µM*
CC(C)CCN1CCC2(C1)C(=NC1CCCC1)NC(=O)N2c1cccnc1 (configuration not stated)	-19.9%[115 µM]
N#Cc1nccnc1S(=O)(=O)c1cccs1	?
Clc1cccc(CN2CCN(Cc3nnsc3Cl)CC2)c1	4.7%
Cc1nn(CCC(=O)Nc2cccc(Cl)c2)c(=O)c(C#N)c1C	15.0%
CN1[C@@H](CCC(=O)NCc2cccs2)CNC(=O)[C@@H]2[C@H]1CCN2Cc1cccc(Cl)c1	-19.2%
O=C(c1c(F)cccc1F)N1CCC(n2cc(-c3nc(-c4ccccc4)no3)nn2)CC1	-23.1%
CCCc1cc(=O)oc2cc(OCC(=O)Nc3ccc(C(=O)N(C)C)cc3)ccc12	-7.4%
Cc1ccc(CCNC(=O)c2ccc3c(c2)N(Cc2cccc(C)c2)C(=O)c2ccccc2S3(=O)=O)cc1	-21.2%
CCC(=O)NCc1ccccc1-c1ccnc(C)c1	30.3%[activator]
CCc1ccc2oc(=O)cc(CN3CCN(c4ccccn4)CC3)c2c1	-21.2%
N#C/C(=C/c1ccc(Br)cc1)Sc1ccc(Br)cc1	-3.5%
CC(C)Oc1cccc(-c2nnc(CCC(=O)NCCOc3ccccc3)c(=O)[nH]2)c1	0.5%
CCOc1ccccc1NC(=O)Cn1c(=O)n(Cc2cccs2)c(=O)c2cccnc21	?
COc1ccccc1N1CCCc2ncc(C(=O)Nc3ccccc3C)cc21	-29.3%[86.2 µM]
O=C(CCC1N=C2c3ccccc3N=C(SCC(=O)Nc3ccc(F)cc3)N2C1=O)NCc1cccs1 (configuration not stated)	279.0%[activator]
Cc1ccc2nsnc2c1NC(=O)c1cc(Br)ccc1Cl	?
O=C(N[C@@H]1CCC[C@@H]1C(=O)N1CCSCC1)c1ccncc1	-3.8%
c1cc(CNCCN2CCCC2)cs1	-12.5%
C=C(C)C#CC(Cc1ccccc1)NCC1CC1 (configuration not stated)	-7.5%

# Screening data: PubChem BioAssay, National Center for Advancing Translational Sciences (NCATS)
